Compound activity deposited in PubChem by Broad Institute.
RAD52 anneal inh: RAD52 DNA annealing inhibitors, primary screen, biochemical, FRET, single point, set 2; inhibition, % at 18.7 µM; AID 651710, 2012; DNA repair protein RAD52 homolog (Homo sapiens), P43351; hit rate 0.46% among 360,000; recombinant RAD52 DNA annealing, FRET fluorescence;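 active = every replicate showing at least 50% inhibition; inconclusive = mean inhibition at least 50% but not in every replicate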
PglD inh: C. jejuni PglD acetyltransferase inhibitors, primary screen, biochemical, DTNB colorimetric, single point | purified PglD enzyme, DTNB colorimetric CoA detection | inhibition, % at 12.5 µM | hit rate 0.098% among 360,000 | AID 602405, 2012 | UDP-N-acetylbacillosamine N-acetyltransferase PglD (Campylobacter jejuni); in the data active = inhibition above about 16%, passing the limit was not always enough; inconclusive = no clear call, values can overlap the other calls; also: strong numbers were not always called active
miR122 inh: miR-122 Renilla sensor signal increase in Huh7, primary screen, miR-122 inhibitor project, cell-based, single point, plate reader; activation (reporter increase), % at 12.5 µM; hit rate 0.3% among 340,000; Huh7 miR-122 Renilla luciferase sensor, 48 h; neutral wells = 0, positive control = 100;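 active = mean replicate activation score at least 90 and every replicate individually at or above 90; inconclusive = only one of the two criteria met; inactive = neither criterion met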;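 also: higher luciferase means less miR-122 activity so hits act as miR-122 inhibitors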
RAD54 branch: inhibitors of human RAD54 branch migration, primary screen, biochemical, fluorescence, single point; RAD54 Holliday junction branch migration, FAM/BHQ fluorescence; inhibition, % at 10.4 µM; hit rate 0.14% among 360,000;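 active = mean normalized replicate activity at least 40 and at least half of replicates scoring 40 or more; inconclusive = only one of the two criteria met; inactive = mean below 40 and under half of replicates reaching 40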;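 also: 0% = median of neutral control wells and 100% = median of positive control wells; inhibitors cause a drop in the FAM fluorescence signal; in these data hits start at about 50%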
ERAP1 HTS inh: human ERAP1 aminopeptidase inhibitors, primary screen, biochemical, single point, plate reader; recombinant ERAP1, Leu-AMC fluorescence, 60 min; inhibition, % at 10.7 µM; hit rate 0.15% among 340,000; AID 652197, 2013;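 active = mean replicate inhibition of at least 30%, or all replicates individually reaching that 30% level; inactive = mean below 30% and not every replicate reaching it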;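 also: 0% = neutral control wells and 100% = L-leucinethiol positive control wells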
Target sequence (Q9NZ08 whole entry, looked up): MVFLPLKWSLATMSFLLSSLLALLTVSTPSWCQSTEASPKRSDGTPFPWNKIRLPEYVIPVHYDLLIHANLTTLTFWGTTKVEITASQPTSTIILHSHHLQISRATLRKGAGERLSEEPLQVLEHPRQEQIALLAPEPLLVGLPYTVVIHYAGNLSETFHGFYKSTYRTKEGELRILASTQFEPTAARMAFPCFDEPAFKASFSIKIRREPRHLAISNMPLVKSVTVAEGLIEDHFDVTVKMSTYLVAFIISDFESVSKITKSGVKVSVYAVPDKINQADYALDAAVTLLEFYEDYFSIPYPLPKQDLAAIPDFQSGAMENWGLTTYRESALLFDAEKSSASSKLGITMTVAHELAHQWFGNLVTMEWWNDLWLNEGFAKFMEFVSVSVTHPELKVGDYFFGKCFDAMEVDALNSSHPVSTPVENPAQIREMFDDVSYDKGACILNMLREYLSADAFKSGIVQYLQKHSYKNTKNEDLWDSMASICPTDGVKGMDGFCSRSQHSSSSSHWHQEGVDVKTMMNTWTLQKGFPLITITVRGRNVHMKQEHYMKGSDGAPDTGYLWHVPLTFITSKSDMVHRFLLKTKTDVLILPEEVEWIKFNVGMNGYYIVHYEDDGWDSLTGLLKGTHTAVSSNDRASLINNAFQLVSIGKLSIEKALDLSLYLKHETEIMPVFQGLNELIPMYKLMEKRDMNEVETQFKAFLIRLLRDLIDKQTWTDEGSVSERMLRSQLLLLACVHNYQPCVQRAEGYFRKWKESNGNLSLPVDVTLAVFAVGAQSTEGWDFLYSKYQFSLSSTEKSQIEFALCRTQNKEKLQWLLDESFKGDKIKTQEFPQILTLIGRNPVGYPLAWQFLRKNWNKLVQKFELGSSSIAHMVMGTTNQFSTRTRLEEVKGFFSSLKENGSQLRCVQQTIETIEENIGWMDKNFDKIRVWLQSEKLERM
E-sel inducer: E-selectin induction in HUVECs, primary screen, imaging, HUVEC, immunofluorescence imaging, single point; hit rate 0.37% among 260,000; AID 686992, 2013; activation, % at 7.58 µM; normalized: neutral wells 0, TNF-alpha wells 100; P16581;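 active = mean E-selectin-positive cell signal at least 10% of the positive control, reached in at least 60% of replicates, without over 20% cell loss; inconclusive = no rule given, readout overlaps actives, possibly toxicity-flagged; inactive = the rest, including those meeting only one limit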;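 also: in these data hits start at about 27%; measured in HUVEC primary endothelial cells; signal is the percent of cells scored E-selectin positive by PE staining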
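material = human umbilical vein endothelial cells (HUVEC), E-selectin induction | quantity = 3,000 cells/well | medium = EGM-2 growth medium on 0.1% gelatin-coated wells | technique = immunofluorescence imaging | read-out basis = % PE-positive cells | control set = TNF-alpha positive control, DMSO neutral control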
PGC1a acetyl inh: inhibitors of PGC1a acetylation signal, primary screen, cell-based, U2OS, AlphaScreen, inhibitor mode; AlphaScreen anti-acetyl-lysine; with virally co-expressed GCN5 acetyltransferase; inhibition, % at 15.6 µM; hit rate 0.17% among 350,000;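 active = every replicate shows inhibition of at least 40%; inconclusive = mean inhibition at least 40% but some replicate below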;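 also: 0% = neutral control wells and 100% = positive control wells; some results beyond the cut were filed as inactive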
Cneo AK release: Cryptococcus neoformans cell lysis inducers, primary screen, AK release luminescence, single concentration; C. neoformans lysis, adenylate kinase release luminescence, 4 h; normalised: neutral wells 0, clomiphene wells 100; lysis activity, % at 15 µM; hit rate 0.2% among 360,000; AID 651654, 2012;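 active = mean lysis activity across replicates of at least 80%, whatever share of replicates individually reach that level; inactive = mean lysis activity below 80%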
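Material: C. neoformans cells; Schedule: 4 h static compound exposure, 37 °C, read 1 h post-reagent; Measured by: adenylate kinase release luminescence; Read-out: signal increase indicating cell lysis; Controls: Clomiphene as positive lysis control.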
* hit, by the source's call; u = inconclusive; x = not tested or not shown; [ ] = dose if it differs, or a comment.

SMILES	RAD52 anneal inh	PglD inh	miR122 inh	RAD54 branch	ERAP1 HTS inh	E-sel inducer	PGC1a acetyl inh	Cneo AK release
CCc1ccccc1NS(=O)(=O)c1cc2c(cc1C)n(C)c(=O)c(=O)n2C	-17	-1	0	2	-2	x	2	0
CN1CCC[C@@H]1CCNC(=O)c1cccc2c1C(=O)c1ccc(N3CCCC3)cc1S2(=O)=O	-223	5	-4	-21	x	-0.1	1	-11
Cc1cc(C(C)(C)C)oc1C(=O)OCC(=O)NC1CCCCC1	8	x	-5	x	0	0.2	x	x
CCc1ccccc1S(=O)(=O)Cc1ccc(C(=O)NCc2cccs2)o1	-16	x	0	x	-1	-7.9	-11	x
CCN(CCCNC(=O)CNC(=O)c1nn(-c2ccc(OC)c(OC)c2)c(=O)c2ccccc12)c1ccccc1	-19	-1	-12	-1	-3	x	0	-1
O=C(Cc1cccs1)Nc1nnc(COc2ccccc2)s1	x	-3	3	-7	x	x	x	8
CN1C(=O)c2cc(NC(=O)c3cscn3)ccc2OC[C@H]2O[C@H](CC(=O)N3CCCCC3)CC[C@H]21	13	-1	2[16.7 µM]	-9	-4	-0.1	6	-2
COc1ccc(CNC(=S)N/N=C/c2ccc(O)c(OC)c2)cc1	x	1	-3	-4	x	-0.4	10	8
Cc1cccc(NS(=O)(=O)c2cn(C)c(=O)n(C)c2=O)c1C	-7	-1	3	-3	7	-0.1	2	5
NC(=O)c1ccccc1N/C=C/C(=O)c1ccccc1	-42	-1	-4	-4	1	x	1	x
COc1ccc(NC(=O)CN2C(=O)NC(C)(c3ccccc3)C2=O)cn1 (configuration not stated)	-9	-5	-5	3	0	-0.1	1	1
C[C@@H]1CN([C@@H](C)CO)C(=O)c2cc(NC(=O)c3ccncc3)ccc2O[C@H]1CN(C)S(=O)(=O)c1cccs1	4	0	-3[16.7 µM]	7	4	0.1	-3	-1
Cc1ccc(C(=O)COC(=O)c2ccc(Br)o2)cc1C	x	-1	-5	2	x	x	3	-3
COCc1cc(CN(C)C(=O)c2oc3c(F)cccc3c2C)[nH]n1	9	-8	-1	4	1	x	3	-2
C[C@@H]1CCCCO[C@@H](CN(C)CC2CCCCC2)[C@@H](C)CN([C@@H](C)CO)C(=O)c2cc(NS(=O)(=O)c3ccccc3)ccc2O1	12	0	0[16.7 µM]	8	-2	-0.2	0	80*
Brc1c(-c2ccccc2)nc2n1Cc1ccccc1-2	-22	5	-1	0	x	0.2	5	-12
COc1cc(/C=N/NC(=O)/C(=C\c2ccc([N+](=O)[O-])cc2)NC(=O)c2ccccc2)cc(OC)c1O	x	0	-10	-3	x	x	-12	-1
CC1CC(C)CN(CC(=O)NCCc2ccc(S(N)(=O)=O)cc2)C1 (configuration not stated)	-6	x	-6	x	-3	0.1	11	x
COc1ccc(CNC(=O)C[C@@H]2C=C[C@H](NC(=O)c3ccc4c(c3)OCO4)[C@@H](CO)O2)cc1	-1	-5	-19[16.7 µM]	11	1	-0.1	17	-10
COc1ccc(-c2noc(-c3ccco3)n2)cc1OC	x	0	3	-6	x	x	-2	-3

Profiles, looked up by structure:
Record of `COc1ccc(CNC(=S)N/N=C/c2ccc(O)c(OC)c2)cc1` : RAD52 anneal inh: x; PglD inh: 1; miR122 inh: -3; RAD54 branch: -4; ERAP1 HTS inh: x; E-sel inducer: -0.4; PGC1a acetyl inh: 10; Cneo AK release: 8
Record of `COc1ccc(NC(=O)CN2C(=O)NC(C)(c3ccccc3)C2=O)cn1` (configuration not stated) : RAD52 anneal inh: -9; PglD inh: -5; miR122 inh: -5; RAD54 branch: 3; ERAP1 HTS inh: 0; E-sel inducer: -0.1; PGC1a acetyl inh: 1; Cneo AK release: 1

The list goes on:
SMILES	RAD52 anneal inh	PglD inh	miR122 inh	RAD54 branch	ERAP1 HTS inh	E-sel inducer	PGC1a acetyl inh	Cneo AK release
CCC(C)NC(=O)CNC(=O)c1nn(-c2ccc(OC)cc2)c(=O)c2ccccc12 (configuration not stated)	-8	5	-8	-2	16	x	2	-2
CC(C)c1ccc(NC2CCCN(C(=O)C3=NN(C)C(=O)CC3)C2)cc1 (configuration not stated)	-12	-4	-5	-6	-1	x	11	0
C[C@@H]1CN([C@@H](C)CO)C(=O)c2cccc(NC(=O)Nc3ccc(F)cc3)c2O[C@H]1CN(C)CC1CCCCC1	-7	6	17[16.7 µM]	0	4	58*	-5	-4
COc1ccc(NC(=O)N(C)C[C@@H]2Oc3ccc(NC(=O)Cc4ccccc4)cc3CC(=O)N([C@@H](C)CO)C[C@@H]2C)cc1	1	1	13[16.7 µM]	6	0	-5.8	3	-1
CC(C)NC(=O)N(C)C[C@H]1Oc2ccc(N(C)C)cc2CC(=O)N([C@H](C)CO)C[C@@H]1C	0	-3	4[16.7 µM]	-2	2	x	3	1
Cc1ccc(C2=NN(C(=O)CCC(=O)O)C(c3cccs3)C2)cc1 (configuration not stated)	-9	-1	-4	-27	0	x	18	-4
CCNC(=O)C[C@@H]1CC[C@H]2[C@@H](COC[C@H](O)CN2Cc2ccccc2F)O1	-3	1	3[16.7 µM]	5	3	0.0	-1	-1
COc1cc(F)ccc1S(=O)(=O)N1CCN(c2ccccc2)CC1	-6	-2	5	-6	-1	x	12	-2
S=C(Nc1ccc(Oc2ccccc2)cc1)N(CCCN1CCOCC1)Cc1ccccn1	-3	x	x	x	-4	3.9	4	x
CCOC(=O)N1CCN(C(=O)c2cccc(S(=O)(=O)Nc3ccc(F)cc3)c2)CC1	2	2	x	0	-1	x	x	7
O=C1CSC(c2ccccc2[N+](=O)[O-])N1c1ccccc1 (configuration not stated)	-16	-3	-3	0	3	x	-7	-14
COC(=O)c1c2oc(c1C(=O)OC)C(=O)N[C@@H](Cc1ccccc1)Cn1cc(nn1)CNC(=O)[C@H](Cc1ccccc1)NC(=O)N[C@@H](CO)CC2	12	0	x	-4	-2	x	9	-7
CC(=O)Nc1ccccc1C(=O)C(=O)Nc1ccc(Cl)cc1	-7	x	x	x	2	2.9	3	x
N/C(=N\OC(=O)Oc1ccccc1)c1ccc([N+](=O)[O-])cc1	x	2	6	-7	x	x	-1	2
CCCn1c(SCC(=O)NC2CCCC2)nnc1C(C)C	-5	5	-3	-3	6	-0.2	-19	-1
COc1ccc(-n2c(C)c([N+](=O)[O-])c3ccc(O)c(CN(C)C)c32)cc1	x	2	7	2	x	x	u	1
COc1ccc2c(CC(=O)Nc3ccc4nc(N5CCOCC5)sc4c3)coc2c1	-6	-2	32	-13	1	-0.3	-11	0
CCCCNC(=O)C1(C)CCCCN1C(=O)c1c(Cl)cccc1Cl (configuration not stated)	-9	5	1	-8	1	-0.1	-8	-2
Cc1ccc(C23CC4CC(CC(C(=O)OCC(=O)N(C)C)(C4)C2)C3)cc1	0	-2	-1	-12	-1	-0.1	6	0
CCN(CC(=O)NCc1ccc(Cl)cc1)C(=O)/C=C/c1ccco1	-63	-4	-4	-1	7	x	-1	-1
Cc1ccc(S(=O)(=O)Nc2ccc3c(c2)C(=O)N([C@@H](C)CO)C[C@H](C)[C@H](CN(C)CC2CCCCC2)O3)cc1	3	1	-6[16.7 µM]	4	1	0.4	x	-7
CN1CC(=O)N2[C@H](c3ccc4c(c3)OCO4)c3[nH]c4ccccc4c3C[C@@H]2C1=O	-18	-1	-3	-5	5	2.4	-3	0
CCc1nnc(NS(=O)(=O)c2ccc(NC(=O)c3ccccc3O)cc2)s1	-10	-1	-2	-5	2	x	0	3
Cc1ccc(NC(=O)CCn2cccc2)cc1Cl	x	-2	4	-1	x	x	-1	-1
Cc1ccc(N2C(=O)C(Cl)=C(NCc3ccccc3)C2=O)c(C)c1	x	1	-2	4	x	x	5	7
Cc1csc(NC(=O)CSc2nnc(-c3ccccn3)n2-c2ccc(C)c(C)c2)n1	x	0	4	-8	x	x	2	2
Cc1ccc2c(c1)c1c3n2CCN(C(=O)Cn2c(-c4ccccc4)noc2=O)C3CCC1 (configuration not stated)	x	4	-9	7	x	x	-1	1
CCC(c1nnnn1CCOC)N1CCN(c2nc3ccccc3s2)CC1 (configuration not stated)	-28	x	-10	x	0	x	-11	x
c1ccc(CSc2ncnc3c2cnn3Cc2ccccc2)cc1	x	-4	-5	8	x	x	-6	0
CC(C)C[C@H]1CN([C@@H](Cc2ccccc2)CN2CCC[C@@H]2CN2C(=O)C(=O)NC[C@@H]2Cc2ccc(O)cc2)C(=O)C(=O)N1CCc1ccccc1	-18	1	2	-1	x	10.0	12	1
Cc1ccccc1NC(=O)C1C2CCCC1C2c1ccccc1 (configuration not stated)	x	6	-6	0	x	x	-7	1
CC(C)c1ccc(S(=O)(=O)N2CCN(C(=O)c3cccc(F)c3)CC2)cc1	x	0	-3	-16	x	x	-40	-1
COc1ccc(S(=O)(=O)N(C)C[C@H]2OCCCC[C@H](C)Oc3ccc(NS(=O)(=O)c4cn(C)cn4)cc3C(=O)N([C@@H](C)CO)C[C@@H]2C)cc1	11	1	-4[16.7 µM]	-2	1	x	1	4
Cc1c(Cl)cccc1NC(=O)CCN1CCCC(C)C1 (configuration not stated)	-7	0	x	4	-1	x	-1	-2
CN(C)CC#Cc1ccc([C@H]2[C@H](CO)N3C(=O)CN(C(=O)c4ccccc4)C[C@@H]23)cc1	3	x	x	x	-4	-0.3	-3	x
COc1ccc(NS(=O)(=O)c2cc(NC(=O)c3cccc(OCc4c(C)noc4C)c3)ccc2OC)cc1	x	-1	u	-6	x	0.2	-12	0
CCCn1nc(NC(=O)COC)c2cc3cc(C)ccc3nc21	-10	7	0	-4	13	x	-4	8
O=c1[nH]c2ccc(S(=O)(=O)N3CCN(c4ccccc4F)CC3)cc2s1	x	0	2	2	x	x	3	0
CC(C)NC(=O)N[C@@H]1C=C[C@H](CC(=O)NCCCN(C)C)O[C@@H]1CO	-8	0	4[16.7 µM]	1	-1	0.0	-2	0
CCOc1ccccc1NC(=O)c1ccc2c(O)c(S(=O)(=O)c3ccccc3)c(=O)[nH]c2c1	-26	2	2	7	2	0.0	4	2
c1ccc(-c2noc(C34CC5CC(CC(C5)C3)C4)n2)cc1	x	3	-1	-5	x	x	1	-4
CSc1ccccc1OCc1cc(C(=O)N2CCc3c(Cl)cccc3C2)no1	-5	2	x	10	-4	x	x	2
C[C@@H]1CN([C@H](C)CO)S(=O)(=O)c2ccc(C#CC3(O)CCCC3)cc2O[C@@H]1CN(C)CC1CC1	3	2	4[16.7 µM]	4	0	-0.3	10	3
CCOc1ccc(N(C)C(=O)CCc2nnc3ccc(N4CCCCC4)nn23)cc1	-5	-9	-1	-1	2	x	-2	5
O=C(Cc1ccccc1Cl)NNC(=O)Nc1ccccc1	x	-2	19	-6	x	x	x	-4
O=C(C[C@H]1C[C@@H]2c3cc(NC(=O)C4CCOCC4)ccc3O[C@@H]2[C@@H](CO)O1)NCc1ccc2c(c1)OCO2	2	-3	-3[16.7 µM]	5	0	0.2	-3	-4
CC(=O)NC(C)(c1ccccc1)c1nc(-c2cccc(C#N)c2)cs1 (configuration not stated)	-5	-8	-12	-5	9	2.2	2	0
